Source: PubChem BioAssay (National Center for Advancing Translational Sciences (NCATS))
SNCA expr inh – SNCA gene expression inhibition; HEK-293 SNCA-luciferase knock-in, luminescence, 24 h; Potency, µM (highest dose often 57.2 µM), inactives show at the top dose activity change, negative = inhibition, hits mostly inhibitors; 140,000 compounds, 0.17% hits; AID 1671194;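 further: potency means the concentration at half of the fitted maximal effect; plate controls were DMSO cells for no effect and cell-free wells for full effect; nearly all actives have a fitted effect of over 45% in size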
GPT2 inhibitor – inhibitors of human GPT2 alanine aminotransferase; Q8TD30; Recombinant GPT2, coupled pyruvate oxidase/HRP Amplex Red fluorescence; Potency, µM (highest dose often 57.7 µM), for inactives: at the highest dose activity change, negative = inhibition, actives largely listed as inhibitors; 100,000 compounds, 0.25% hits; further: potency means the concentration at half of the fitted maximal effect; nearly all actives have a fitted effect of over 60% in size; many of its hits are not listed in these tables
Target sequence (Q8TD30 whole entry, looked up): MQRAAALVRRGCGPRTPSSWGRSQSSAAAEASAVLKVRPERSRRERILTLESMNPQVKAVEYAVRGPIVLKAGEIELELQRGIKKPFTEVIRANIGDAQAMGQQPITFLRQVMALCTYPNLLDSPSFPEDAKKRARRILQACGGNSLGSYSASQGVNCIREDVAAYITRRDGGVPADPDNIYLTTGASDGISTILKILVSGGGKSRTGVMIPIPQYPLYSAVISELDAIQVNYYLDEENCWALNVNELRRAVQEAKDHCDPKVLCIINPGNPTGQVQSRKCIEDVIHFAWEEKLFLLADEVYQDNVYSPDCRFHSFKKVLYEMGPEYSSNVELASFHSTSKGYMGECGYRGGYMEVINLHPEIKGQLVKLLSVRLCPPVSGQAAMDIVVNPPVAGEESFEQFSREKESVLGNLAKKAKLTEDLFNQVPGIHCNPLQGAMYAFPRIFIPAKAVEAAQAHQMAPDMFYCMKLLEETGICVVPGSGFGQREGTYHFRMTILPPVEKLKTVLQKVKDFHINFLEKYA
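Inhibition is scored from Amplex Red fluorescence generated when pyruvate oxidase and HRP act on pyruvate released by GPT2. Reactions contain 10ng/uL enzyme, 250uM a-KG and 2mM L-alanine and run 30 min at room temperature.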
Luciferase inh – inhibitors of firefly (Photinus pyralis) luciferase; Potency, µM (top dose mostly 115 µM), for the others: at the highest dose activity change, negative = inhibition, usual class: inhibitors; 76,000 compounds, 2.5% hits; purified P. pyralis luciferase, luminescence, biochemical; AID 1347043; further: potency means the concentration at half of the fitted maximal effect; nearly all actives have a fitted effect of over 65% in size
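Luminescence read by CCD imaging after purified firefly luciferase (10nM final) was added to substrate buffer holding 10uM D-luciferin and 10uM ATP, pH 7.5, pre-dosed with compound.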
NIH3T3 tox – kills NIH 3T3 cells; NIH 3T3 viability, CellTiter-Glo ATP luminescence, 48-72 h; Potency, µM (highest dose often 96.7 µM), without a hit: at the top dose activity change, negative = cytotoxicity, most hits filed as inhibitors; 94,000 compounds, 4.3% hits; AID 1345082; further: potency means the concentration at half of the fitted maximal effect; nearly all actives have a fitted effect of over 55% in size
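Mouse fibroblast NIH 3T3 cells, 400 per well, received compound via pintool and were incubated for 48 or 72 hr prior to CellTiter-Glo ATP luminescence measurement.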
HEK293 tox – kills HEK 293 cells; HEK 293 viability, ATP luminescence (CellTiter-Glo), 48-72 h; Potency, µM (highest dose often 115 µM), for the others: at the top dose activity change, negative = cytotoxicity, usual class: inhibitors; 94,000 compounds, 6.6% hits; further: potency means the concentration at half of the fitted maximal effect; nearly all actives have a fitted effect of over 60% in size
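Cells seeded first (HEK 293, 250 cells/well), then compound added by pintool. Incubation ran 48 or 72 hr at 37 degree Celsius. CellTiter-Glo was added and luminescence imaged after 10 min at room temperature.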
SNCA viab count – counter-screen for SNCA expression inhibitors: cell viability | 150,000 compounds, 0.12% hits | Potency, µM (highest dose often 57.1 µM), for the others: at the highest dose activity change, negative = cytotoxicity, hits mostly cytotoxic | HEK-293-SNCA-luc viability, GF-AFC fluorescence, 24 h | AID 1671193;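 further: potency means the concentration at half of the fitted maximal effect; 0% = DMSO-treated cells and -100% = medium-only wells without cells; nearly all actives have a fitted effect of over 30% in size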
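HEK-293-SNCA-luc cells (1500/well) plated 24 h, then exposed 24 h to a dilution series; GF-AFC added 30 min at 37C, fluorescence 405/540 nm; normalised to medium-only and DMSO wells, Hill fit.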
IP6K1 inh – inhibitors of human IP6K1; IP6K1 kinase, ADP-Glo luminescence, 2 h; hits give low values; AID 1645851; activity change, % (series mostly up to about 58 µM); 140,000 compounds, 0.81% hits; in the data active means activity change below about -25%
Target sequence (Q92551 whole entry, looked up): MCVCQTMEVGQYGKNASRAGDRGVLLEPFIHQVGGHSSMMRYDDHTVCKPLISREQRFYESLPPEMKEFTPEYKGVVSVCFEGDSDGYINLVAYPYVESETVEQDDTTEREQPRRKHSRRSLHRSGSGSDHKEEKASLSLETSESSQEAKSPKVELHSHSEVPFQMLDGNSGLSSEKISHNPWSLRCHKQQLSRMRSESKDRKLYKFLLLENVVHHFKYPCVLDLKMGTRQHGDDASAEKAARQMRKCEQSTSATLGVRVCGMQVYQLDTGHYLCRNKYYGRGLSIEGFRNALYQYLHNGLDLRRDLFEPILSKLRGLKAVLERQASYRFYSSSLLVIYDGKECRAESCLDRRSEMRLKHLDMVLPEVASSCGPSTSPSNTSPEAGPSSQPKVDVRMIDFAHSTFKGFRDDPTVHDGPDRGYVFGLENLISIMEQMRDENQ
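ADP-Glo luminescence measures ADP made by human IP6K1 during a 2 h RT reaction with ATP/IP6 (mix at 1.3 mM/130 uM); top library doses 57.5 and 19.1 uM final.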
Active calls of the source: *; i = inactive; ? = inconclusive; · = no result given; [ ] = dose if it differs, or a comment. Unless noted, the call rests on the fitted dose curve; in most records, active means well fitted curve in the direction sought with a large enough effect; inconclusive means small, poorly fitted or top-dose-only effect, or another doubt; inactive means no such curve, though single readings can be large; an effect the other way counts as inactive or inconclusive. Unless noted, on the % scale 0 is the no-effect control and ±100 the full control effect.

Values run as follows: SNCA expr inh	GPT2 inhibitor	Luciferase inh	NIH3T3 tox	HEK293 tox	SNCA viab count	IP6K1 inh
COCCn1c(=O)c(C(=O)N2CCN(C(=O)c3ccc(F)cc3)CC2)nc2cccnc21
→ -3.7%	0.0%	·	0.4%	2.5%	3.4%	2.3
COc1ccc(-c2nc(C3CC3)nc3c2CCN(Cc2ccc(NC(C)=O)cc2)CC3)cc1
→ ?	4.2%	·	-26.5%	?	?	1.8
COc1ccccc1CNC(=O)CC1COCCN1C(=O)c1cnccn1 (centres undefined)
→ -34.7%	-4.9%	-2.3%	-8.5%	-18.2%	4.7%	12.7
Cc1cc2oc(C(=O)Nc3c(C)n(C)n(-c4ccccc4)c3=O)cc(=O)c2cc1C
→ -15.3%	·	·	·	·	2.0%	-7.5
CCOC(=O)c1noc2ncnc(Nc3ccc(F)cc3F)c12
→ 71.9%[activator]	·	·	·	·	6.8%	-21.6
CC(=O)NCCC(=O)N1CCC2(CC1)CN(C(=O)Cc1ccccc1)CCO2
→ -6.7%	i	·	-5.8%	1.2%	-7.3%	37.7
COCCCNc1nc2c(c(=O)n(C)c(=O)n2C)n1Cc1ccccc1
→ 73.9%[activator]	·	·	·	·	3.3%	-10.1
CC(=O)/C=C/C1=CC(C)(C)COc2ccc(O)cc21
→ ·	·	·	25.1µM*	?	·	1.6
Cc1noc(-c2ccco2)c1C(=O)N(C)Cc1ccccc1
→ -3.4%	i	-3.4%	-23.0%	-16.8%	-2.4%	21.8
COc1cc(=O)n2c(c1C(=O)NCC1CCOc3ccccc3C1)CCNCC2 (centres undefined)
→ -7.6%	-1.0%	0.7%	0.6%	2.2%	-11.4%	4.9
O=C(COc1ccc(Cl)cc1)N1CCc2n[nH]c(=O)n2CC1
→ 8.1%	i	-13.0%	-1.1%	1.5%	4.1%	-3.3
Cc1ccc(C2(O)CCN(C(=O)C(N)CC3CCCC3)CC2)nc1 (centres undefined)
→ 3.7%	i	12.9%	1.1%	-5.3%	-8.8%	-15.1
CCCN(CCC)CCCNC(=O)c1cc2c(=O)[nH]c3ccccc3c2n1C
→ -18.3%	·	·	·	·	-8.2%	1.7
CCOc1ccc(C2C(C(=O)Nc3ccc(OC)cc3)=C(C)Nc3nc(CCCO)nn32)cc1 (centres undefined)
→ 44.6%[activator]	·	·	·	·	-6.7%	24.3
Cc1ccc2[nH]c(=O)c3cc(C(=O)NC4CCC(C)CC4)sc3c2c1 (centres undefined)
→ ?	·	·	·	·	?	-10.4
Cc1nc(C(=O)N2CC(F)(F)C[C@H]2c2nnc(C3CC3)o2)co1
→ 1.5%	i	-9.5%	i	i	-16.2%	-2.2
CCOc1ccc(CN2CCC(c3nnc(Cn4cncn4)n3C)CC2)cn1
→ -27.8%	i[11.5 µM]	11.7%	-6.1%	-15.9%	0.6%	-3.0
CCC(=O)NNc1ncnc2c1cnn2-c1ccc(C)c(Cl)c1
→ 75.4%[activator]	·	·	·	·	-16.5%	12.0
CC(C)[C@@H](N)C(=O)N1CCC(n2nccc2NC(=O)c2cccc(F)c2)CC1
→ -21.1%	0.0%	-5.9%	-2.6%	-11.8%	4.8%	-7.2
CCOC(=O)c1c(NC(=O)c2cc(=O)c3c(C)cc(C)cc3o2)sc(C)c1C
→ -9.1%	·	·	·	·	9.2%	1.6
COc1cccc(N2CC(C(=O)N3CCOCC3)NC2=O)c1 (centres undefined)
→ 21.5%[87.6 µM]	1.6%[88.5 µM]	-8.7%[172 µM]	-5.2%[138 µM]	-5.6%[172 µM]	6.0%[87.6 µM]	6.6
O=C(c1cccnc1CCC1COc2ccccc2O1)N1CCCC1 (centres undefined)
→ -11.8%	i	1.6%	?	-11.1%	11.3%	9.4
Cc1cc(=O)n(CC(=O)Nc2ccc(Br)cc2)c(N2CCc3ccccc3C2)n1
→ -43.8%	i	0.0%	?	89.1µM*	-22.1%	14.5
CC(C)CC(=O)N1CCCC(c2noc(COc3ccccc3F)n2)C1 (centres undefined)
→ 49.3%[activator]	-5.2%	-28.4%	?	?	-6.1%	1.8
O=C(CC1CCCN(c2cn[nH]c(=O)c2)C1)N1CCCCCC1 (centres undefined)
→ -6.3%	i	-8.2%	-14.6%	-18.3%	2.4%	31.3
CC1(C)C[C@H](NC(=O)c2cccnc2)[C@@]2(CCC(=O)NCCN3CCOCC3)CC[C@](C)(O)C[C@@H]12
→ -13.2%	-9.9%	4.8%	-20.6%	1.5%	6.9%	5.2
CCOc1ccc(N2CC(NC(=O)C3CCCCC3)CC2=O)cc1 (centres undefined)
→ -3.2%	·	·	·	·	6.4%	12.8
COCCCn1c(=O)c(C(=O)NCC(=O)OC)nc2cccnc21
→ 2.1%[87.6 µM]	-0.2%[88.5 µM]	·	-1.7%[138 µM]	-15.7%[172 µM]	-3.5%[87.6 µM]	17.5
CN(C)CCNC(=O)c1ccc(-c2nnc3ccc(NC(=O)C4CCC4)cn23)cc1
→ 2.7%	-18.4%	-0.5%	-10.6%	-4.0%	3.2%	0.0
COc1ccc(NC(=O)N2CC(N(C3CCOCC3)S(C)(=O)=O)C2)cc1F
→ -4.5%	-5.0%	-2.4%	-3.3%	-0.5%	4.2%	1.1

A second format for part of the listing above.
> Cc1nc(C(=O)N2CC(F)(F)C[C@H]2c2nnc(C3CC3)o2)co1
  SNCA expr inh: 1.5%	GPT2 inhibitor: i	Luciferase inh: -9.5%	NIH3T3 tox: i	HEK293 tox: i	SNCA viab count: -16.2%	IP6K1 inh: -2.2

> CCOc1ccc(CN2CCC(c3nnc(Cn4cncn4)n3C)CC2)cn1
  SNCA expr inh: -27.8%	GPT2 inhibitor: i[11.5 µM]	Luciferase inh: 11.7%	NIH3T3 tox: -6.1%	HEK293 tox: -15.9%	SNCA viab count: 0.6%	IP6K1 inh: -3.0

Following part:
Values run as follows: SNCA expr inh	GPT2 inhibitor	Luciferase inh	NIH3T3 tox	HEK293 tox	SNCA viab count	IP6K1 inh
COc1ccc2[nH]c3c(c2c1)CCN(C)C31CCN(C(=O)c2ccco2)CC1
→ -8.6%	i	-6.0%	-18.8%	?	-3.3%[12.5 µM]	1.7
O=C(NCc1ccccc1)N1CCN2C(=O)NC[C@H]2C1
→ 23.9%[87.6 µM]	-5.3%[88.5 µM]	-12.8%[230 µM]	-5.2%[174 µM]	-9.5%[230 µM]	4.5%[87.6 µM]	3.6
Cc1cc(C)n(CCC(=O)N2[C@@H]3CC[C@H]2CC(NC(=O)c2ccc(F)cc2)C3)n1 (some centres undefined)
→ 8.8%	i	-6.3%	-21.8%	-9.6%	7.0%	4.8
O=C(c1ccc(F)cc1)N1CCC(OCC2CC2)C1 (centres undefined)
→ 0.9%	3.6%	9.7%	i	18.3%	3.8%	2.4
COc1cccc(C(=O)N2CCC(N3C[C@H](O)C[C@H]3C(=O)NCc3ccc(C)cc3)CC2)c1
→ 1.6%	i	5.1%	-8.7%	-28.3%	-2.1%	30.2
O=C1CC(c2ccccc2)N(C(=O)CNC(=O)c2cccnc2)CCCCCCN1 (centres undefined)
→ -1.1%	i	-10.6%	-1.0%	i	6.4%	0.0
CC1=C(CC(=O)O)c2cc(F)ccc2/C1=C\c1ccc(S(C)(=O)=O)cc1
→ -13.6%[25.6 µM]	i	·	·	·	67.2%[23.9 µM]	1.5
O=C(CNC(=O)c1ccc(-c2cccc(C(F)(F)F)c2)cc1)NC1CCCC1
→ -10.9%	-8.0%	·	?	?	-0.2%[12.5 µM]	-8.5
NC(=O)c1ccccc1O
→ 4.0%[25.6 µM]	-2.1%	·	·	·	3.7%[23.9 µM]	23.5
O=C(CCc1nc2ccccc2[nH]1)N1CCCC(Cc2noc(-c3ccccc3)n2)C1 (centres undefined)
→ 11.9%	?	-10.1%	?	22.4µM*	-29.9%	0.8
COc1ccc(OC)c(S(=O)(=O)N2CCCCCCNC(=O)[C@@H]3CCC[C@@H]32)c1
→ -3.4%	i	8.1%	-6.9%	-22.8%	4.4%	-13.2
CC1(C(=O)O)CCCC2(C)C1CCC13CC(CCC21)C1(CO)OC31 (centres undefined)
→ ·	0.6%[27.3 µM]	·	·	·	-5.2%	24.7
CCCOc1ccc(C(=O)Nc2ccc3nn(-c4ccc(OC)c(Cl)c4)nc3c2)cc1
→ 1.7%	·	·	·	·	7.6%	33.3
CC(C)NC[C@H]1COCc2nc3cc(S(C)(=O)=O)ccc3n21
→ ?	0.7%[88.5 µM]	-9.4%[172 µM]	-13.2%[138 µM]	-10.7%[172 µM]	10.7%[87.6 µM]	-2.1
CCc1ccccc1N(C)C(=O)c1cc2c(=O)oc3ccccc3c2s1
→ -3.7%	·	·	·	·	23.2%	-15.2

Just SNCA expr inh and HEK293 tox, for 4 of the compounds above:
Compound	SNCA expr inh	HEK293 tox
CC1=C(CC(=O)O)c2cc(F)ccc2/C1=C\c1ccc(S(C)(=O)=O)cc1	-13.6%[25.6 µM]	·
O=C(CNC(=O)c1ccc(-c2cccc(C(F)(F)F)c2)cc1)NC1CCCC1	-10.9%	?
NC(=O)c1ccccc1O	4.0%[25.6 µM]	·
O=C(CCc1nc2ccccc2[nH]1)N1CCCC(Cc2noc(-c3ccccc3)n2)C1 (centres undefined)	11.9%	22.4µM*

Additional compounds follow:
Values run as follows: SNCA expr inh	GPT2 inhibitor	Luciferase inh	NIH3T3 tox	HEK293 tox	SNCA viab count	IP6K1 inh
Cc1noc(-c2ccco2)c1C(=O)NCc1ccc(F)cc1F
→ 10.1%	i	-8.5%	-31.3%	?	3.6%	-16.5
Cc1nnc2ccc(N3CCC(NC(=O)Cc4cccc(Cl)c4)C3)nn12 (centres undefined)
→ ·	·	·	?	-19.6%	·	3.7
Cc1noc(C)c1-c1cnc2[nH]cc(CC(N)=O)c2c1
→ 81.0%[activator][87.6 µM]	-26.9%[88.5 µM]	-11.6%[230 µM]	10µM*	?	-6.4%[87.6 µM]	-23.2
O=C(O)CC1(CC(=O)N[C@H]2CO[C@H]3[C@@H]2OC[C@H]3O)CCCC1
→ 30.2%[87.6 µM]	2.7%[88.5 µM]	-16.3%[172 µM]	-7.8%[174 µM]	-2.0%[172 µM]	-5.3%[87.6 µM]	3.7
CC(C)(C)c1noc(-c2nnn3c2COC(c2ccc(Cl)cc2)C3)n1 (centres undefined)
→ 1.7%	-8.4%	-7.9%	?	?	1.2%	-6.5
COc1cc(OC)c(NC(=O)N2CCSc3ccccc32)cc1Cl
→ -0.3%	·	·	·	·	-13.9%	-15.6
Cc1nn(CCC#N)c(C)c1[C@@H]1C=C[C@@H](NC(=O)CCCC(=O)O)C1
→ -12.4%[87.6 µM]	i	-3.9%[172 µM]	-20.5%[174 µM]	-15.9%[172 µM]	1.5%[87.6 µM]	1.6
